Screens deposited in PubChem by Sanford-Burnham Center for Chemical Genomics.
mIAP activ – increases mouse intestinal alkaline phosphatase activity | activation factor at 10 µM | muIAP, CDP-Star luminescence, 30 min; active compounds read high; 1 = vehicle-only enzyme signal, 0 = enzyme-free wells | AID 2805 | 330,000 compounds, 0.24% hits;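 active = activation factor of at least 2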; note: the source names both 10 and 20 µM as test concentration; values of inactives mirror those of a sister screen read the other way
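System: Mouse IAP enzyme | Also added: CDP-Star substrate | Dosing: Compounds dispensed in DMSO | Schedule: 30 min enzyme-substrate-compound incubation at room temperature | Technique: Chemiluminescence readout | Control set: DMSO-only wells and no-enzyme negative control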
tim10-1 inh – tim10-1 yeast growth inhibition; S. cerevisiae tim10-1 ts strain growth, BacTiter-Glo, 24 h; inhibition, % at 20 µM; 330,000 compounds, 2.2% hits; AID 463190;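 active = inhibition of at least 40%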;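 note: mutant grown at 25 °C; 0% = DMSO wells with yeast and 100% = wells holding no yeast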
hIAP activ – human IAP activation. P09923. purified human IAP, CDP-Star luminescence, 30 min; active compounds read high; 1 = vehicle-only enzyme, 0 = enzyme-free background. activation factor at 10 µM. 330,000 compounds, 0.16% hits;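 active = activation factor of the enzyme at least 2-fold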; note: the source names both 10 and 20 µM as test concentration; values of inactives mirror those of a sister screen read the other way
mIAP block – mouse IAP inhibition; inhibition, % at 10 µM; purified mouse IAP, CDP-Star luminescence, 30 min; 330,000 compounds, 0.2% hits; AID 2806;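 active = inhibition of at least 40% at 10 µM in the primary screen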;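 note: plate controls were DMSO with enzyme for no effect and no enzyme wells for full effect; values of inactives mirror those of a sister screen read the other way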
hIAP inh – blocks human intestinal alkaline phosphatase | purified IAP, CDP-Star luminescence, 30 min | inhibition, % at 10 µM | 330,000 compounds, 0.12% hits | AID 2544;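 active = inhibition reaching a set limit with compound at 10 µM in the primary screen, cut at about 35% in these data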;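 note: plate controls were DMSO wells with enzyme for no effect and no-enzyme buffer wells for full effect; values of inactives mirror those of a sister screen read the other way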
ATG4B inh – inhibitors of human ATG4B cysteine protease; Q9Y4P1; ATG4B cleavage of LC3-PLA2, NBD-HPC fluorescence, 1 h; inhibition, % at 8.33 µM; 340,000 compounds, 0.51% hits; in the data active = inhibition above about 40%
Apaf1 inhib – human Apaf-1 inhibition; O14727; reconstituted apoptosome caspase-3 activity, DEVD-Rh110 fluorescence; inhibition, % at 20 µM; 330,000 compounds, 0.71% hits; AID 489030; active = inhibition of at least 40% at 20 µM;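 note: plate controls were DMSO wells for no effect and DEVD-CHO caspase inhibitor wells for full effect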
Target sequence (O14727 whole entry, looked up): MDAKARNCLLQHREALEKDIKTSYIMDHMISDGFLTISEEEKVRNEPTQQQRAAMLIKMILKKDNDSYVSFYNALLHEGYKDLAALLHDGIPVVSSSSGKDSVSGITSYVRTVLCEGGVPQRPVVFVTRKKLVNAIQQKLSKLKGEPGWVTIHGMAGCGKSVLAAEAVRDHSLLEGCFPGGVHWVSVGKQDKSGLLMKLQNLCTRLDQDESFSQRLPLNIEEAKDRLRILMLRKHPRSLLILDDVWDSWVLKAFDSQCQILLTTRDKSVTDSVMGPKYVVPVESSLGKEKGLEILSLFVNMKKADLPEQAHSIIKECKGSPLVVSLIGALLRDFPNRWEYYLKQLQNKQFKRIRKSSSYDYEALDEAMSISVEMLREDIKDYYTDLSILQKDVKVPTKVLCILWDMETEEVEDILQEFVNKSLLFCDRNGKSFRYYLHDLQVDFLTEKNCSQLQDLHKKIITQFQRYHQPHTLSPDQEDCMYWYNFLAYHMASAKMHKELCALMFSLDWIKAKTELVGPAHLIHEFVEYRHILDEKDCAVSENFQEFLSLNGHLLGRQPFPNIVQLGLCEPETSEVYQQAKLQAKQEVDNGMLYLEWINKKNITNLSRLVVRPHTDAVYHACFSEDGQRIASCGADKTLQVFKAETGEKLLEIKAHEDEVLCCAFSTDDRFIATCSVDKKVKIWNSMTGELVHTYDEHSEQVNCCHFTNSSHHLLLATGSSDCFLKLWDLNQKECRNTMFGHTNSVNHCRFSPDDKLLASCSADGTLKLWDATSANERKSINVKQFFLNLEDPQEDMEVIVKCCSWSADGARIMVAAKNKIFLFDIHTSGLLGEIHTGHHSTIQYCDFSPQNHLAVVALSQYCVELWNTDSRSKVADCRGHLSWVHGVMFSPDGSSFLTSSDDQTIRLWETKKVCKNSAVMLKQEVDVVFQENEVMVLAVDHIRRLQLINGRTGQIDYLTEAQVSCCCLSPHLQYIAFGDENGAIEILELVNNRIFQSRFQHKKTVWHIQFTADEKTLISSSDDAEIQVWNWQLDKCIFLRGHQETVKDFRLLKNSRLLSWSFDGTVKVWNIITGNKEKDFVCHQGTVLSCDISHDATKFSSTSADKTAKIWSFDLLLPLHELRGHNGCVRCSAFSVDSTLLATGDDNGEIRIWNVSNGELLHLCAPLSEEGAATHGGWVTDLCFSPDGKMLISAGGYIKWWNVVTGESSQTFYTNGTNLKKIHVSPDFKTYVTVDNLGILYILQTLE
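detection = Rh110 fluorescence intensity | test system = biochemical Apaf-1 apoptosome reconstitution | also added = cytochrome c and DEVD-Rh110 substrate | schedule = 30 min plus 50 min, RT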
TIM10 inh – inhibits growth of TIM10 yeast strain | S. cerevisiae TIM10 strain growth, BacTiter-Glo luminescence, 24 h | inhibition, % at 10 µM | 330,000 compounds, 1.4% hits | AID 463195;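 active = inhibition of 40% or more at the single tested concentration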;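 note: wild-type TIM10 isogenic control strain grown at permissive 25 °C; 0% = DMSO yeast wells and 100% = minimal medium wells without yeast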
NALP3 yeast inh – inhibitors of NALP3 inflammasome in yeast. AID 2825. inhibition, % at 10 µM. Yeast reconstituted NLRP3/ASC/caspase-1, beta-gal luminescence, 24 h. 330,000 compounds, 0.39% hits;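 active = inhibition of 50% or more; inactive = inhibition below 50%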;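 note: plate controls were induced DMSO wells for no effect and uninduced yeast grown without galactose for full effect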
An asterisk follows results filed as active.

Preview (two entries):
SMILES	mIAP activ	tim10-1 inh	hIAP activ	mIAP block	hIAP inh	ATG4B inh	Apaf1 inhib	TIM10 inh	NALP3 yeast inh
COc1ccc(N2CC(C(=O)Nc3nnc(SCc4cccnc4)s3)CC2=O)cc1 (centres undefined)	0.96	-7	1.2	4	-25	5	11	8	9
COc1ccc(-n2cnc(N)c2C(=O)c2cccc([N+](=O)[O-])c2)cc1	1	17	1.3	-1	-29	-3	-4	-1	-1

The list itself (from the top)
SMILES	mIAP activ	tim10-1 inh	hIAP activ	mIAP block	hIAP inh	ATG4B inh	Apaf1 inhib	TIM10 inh	NALP3 yeast inh
COc1ccc(N2CC(C(=O)Nc3nnc(SCc4cccnc4)s3)CC2=O)cc1 (centres undefined)	0.96	-7	1.2	4	-25	5	11	8	9
COc1ccc(-n2cnc(N)c2C(=O)c2cccc([N+](=O)[O-])c2)cc1	1	17	1.3	-1	-29	-3	-4	-1	-1
CC(NC(=O)C(=O)NN=C1CCCCCC1)c1ccccc1 (centres undefined)	1.1	8	1.1	-8	-12	-6	-7	5	14
COc1ccc(OC)c(N(CC(=O)Nc2cccc(C(F)(F)F)c2)S(C)(=O)=O)c1	1.2	21	1.1	-20	-8	-18	3	8	13
CC(=O)Nc1ccc(S(=O)(=O)Nc2cccc3[nH]ncc23)cc1	0.98	0	1.1	2	-11	-4	-12	14	8
CC(C)(C)c1csc(N(CCC#N)CCC#N)n1	0.97	18	0.94	3	6	0	-13	6	5
COc1ccccc1N/C(=N/S(=O)(=O)c1ccc(C)cc1)c1ccc(Cl)cc1	0.97	28	0.97	3	3	-1	10	15	35
Cc1cccc(C)c1NC(=O)Cn1cnc2c(=O)n(C)c(=O)n(C)c21	1	5	1.1	-4	-11	-8	-2	-22	25
CCC(C)n1c(SCC(=O)NC2CCS(=O)(=O)C2)nc2ccccc2c1=O (centres undefined)	0.91	7	1	9	-5	1	2	6	18
Clc1ccc(C[n+]2cc(-c3ccccc3)n3c2CCC3)cc1	1.1	0	1.3	-12	-25	14	-9	-14	2
O=C(c1cccs1)N1CCC(c2nc3ccccc3s2)CC1	0.91	34	0.78	9	22	-7	-10	12	-1
CC(=O)Nc1ccc2c(c1)nc(CCN1CCN(C)CC1)n2C	1	-11	0.89	-5	11	-2	7	2	9
CC1CC(C)CN(CCCNC(=O)c2csc3c2CCCC3)C1 (centres undefined)	1.1	-6	1.3	-8	-27	-3	12	4	27
COCCn1c(SCC(N)=O)nc2c(c1=O)SC(C)C2 (centres undefined)	0.99	-7	0.89	1	11	-12	5	4	7
Cc1cccc(NCC(=O)N/N=C\c2c[nH]c3ccccc23)c1	1	21	1.1	-3	-11	-10	-17	32	-5
CC(=O)c1ccc(OC(=O)c2ccc(-n3nc(C)cc3C)cc2)cc1	1	2	1.1	-2	-5	-6	0	-18	11
O=C(O)C1C2C=CC(C2)C1C(=O)NCCc1ccccc1 (centres undefined)	0.97	8	0.94	3	6	3	-8	12	4
COc1ccc(CNC(=O)CC2C[C@H](C(=O)N(C(C)C)C(C)C)[C@@]3(C)c4[nH]c5ccccc5c4CCN3C2=O)cc1OC (some centres undefined)	1.2	-1	1.2	-18	-15	4	12	13	11
Cc1c(Br)c([N+](=O)[O-])nn1CC(=O)Nc1sc2c(c1C(=O)OC(C)C)CCCC2	0.97	-17	1.1	3	-13	-5	9	-5	17
Cc1nnc(-c2cnn(C)c2N)n1Cc1ccccc1	0.98	19	1.1	2	-6	0	-11	0	3
CC(=O)NC(C)c1nc2ccccc2n1C(C)C (centres undefined)	0.98	-6	0.89	2	11	-9	-3	-6	3
COC(=O)c1cc(=O)n(C2CC2)c(=NC2CC2)s1	1	11	1.4	0	-37	-17	6	4	35
CNC[C@H]1Oc2c(NC(=O)c3ccc(-c4nccs4)cc3)cccc2C(=O)N([C@@H](C)CO)C[C@@H]1C	0.89	2	0.9	11	10	-20	1	-1	1
Cn1ccc(C(=O)Oc2ccc(C(=O)Nc3ccc(F)cc3F)cc2)n1	1.1	8	1.1	-10	-6	-2	-5	-1	3
O=C(NC(=S)NNC(=O)c1ccccc1O)c1cccnc1	0.83	-9	2.1*	17	-106	0	1	-1	9
CC(OC(=O)CC1CCCC1)C(=O)Nc1ccc(Cl)cn1 (centres undefined)	0.91	19	0.91	9	9	7	0	5	27
O=C(O)COc1ccccc1/C=N/NC(=O)COc1ccc(-c2ccccc2)cc1	0.99	-7	1.3	1	-26	-3	6	10	16
CCOc1ccc(Cc2nnc(SCC(=O)c3ccc(OC)cc3)o2)cc1	0.89	17	0.98	12	2	-7	16	5	33
CC(=O)Nc1ccc(S(=O)(=O)Nc2nc3ccccc3nc2Nc2cccc(S(N)(=O)=O)c2)cc1	0.87	6	1.1	13	-9	-8	-5	-15	3
CCN(CC)S(=O)(=O)c1ccc(OC)c(NC(=O)c2ccc(-n3cncn3)c([N+](=O)[O-])c2)c1	0.93	-2	0.92	8	8	-2	0	1	18
CC(Sc1nnc2ccccn12)C(=O)NCc1ccc2c(c1)OCO2 (centres undefined)	1	-3	0.91	-2	9	4	-7	-6	11
CCOC(=O)c1nnn(-c2nonc2N)c1-c1ccc(Cl)cc1	0.93	-4	0.93	7	7	-6	5	-3	5
CCOC(=O)N1CCN(C(=O)c2c(-c3ccccc3Cl)noc2C)CC1	1.1	7	1.1	-6	-11	-2	8	-15	14
COc1ccc(-n2c(C)c([N+](=O)[O-])c3ccc(O)c(CN4CCCCC4)c32)cc1	0.94	34	0.94	6	6	16	19	19	26
CC(C)(C)NC(=O)CN(C(=O)CCN1CCCc2ccccc21)C(C)(C)C	0.95	20	0.96	5	4	10	2	-3	19
CN(C(=O)C1CCCCC1)C1(C)CCS(=O)(=O)C1 (centres undefined)	0.99	7	1.1	1	-7	-3	1	1	13
O=C1CC(C(=O)Nc2ncccn2)C(c2ccccc2)O1 (centres undefined)	0.99	3	1.1	1	-10	6	6	-18	7
COc1ccc(CC(=O)N2CC(C)CC(C)C2)cc1OC (centres undefined)	0.95	11	1.1	5	-6	-15	-7	-4	-3
CCOc1ccccc1C(=O)NC1CC2CCCC(C1)N2C1CC1 (centres undefined)	0.91	4	0.95	9	5	1	1	6	-3
CC(=O)c1cccc(NC(=O)N2C3CCC2CC(NC(=O)Nc2ccccc2)C3)c1 (centres undefined)	0.99	-7	0.9	1	10	-5	3	8	20
CCS(=O)(=O)N1CCC(NC(C)=O)(c2ccccc2)CC1	0.95	5	1.1	5	-6	-11	-5	-11	8
CC(C)NS(=O)(=O)c1ccc(OCC(=O)NCCC2=CCCCC2)cc1	0.95	16	1	5	0	-5	-6	8	2
CNC(=S)NC1(C)CCS(=O)(=O)C1 (centres undefined)	0.99	-2	0.78	1	22	-4	-14	13	8
CCOc1ccc(Br)cc1C(=S)N1CCCC1	0.99	10	0.96	1	4	-2	-6	16	3
CC(Sc1cccc[n+]1[O-])C(=O)Nc1cc(Cl)c(Cl)cc1Cl (centres undefined)	1.1	-7	1.2	-7	-18	-1	0	5	-7
Cc1cccc(-n2ncc3c2CCCC3NC(=O)C2CCOCC2)c1C (centres undefined)	0.92	3	1.1	8	-8	8	2	-1	17
CC(C)CCNc1nc(-c2ccco2)c2c(c1C#N)CCCC2	1	23	0.78	-4	22	5	8	4	9
COc1ccc(CN(C)C(=O)Cn2ccc(NC(=O)OCc3ccccc3)nc2=O)cc1OC	1.1	-12	0.9	-12	10	-8	-2	7	9
Cn1c(=O)c2c(SCC(=O)N3CCCC3)nc(CC(C)(C)C)nc2n(C)c1=O	0.95	6	1	5	-4	7	-1	-16	7
CCOCCCNC(=O)c1ccc(NC(=O)C2=CSCCO2)cc1	1.1	1	1.4	-11	-40	-3	-4	-2	11

Some of these compounds in order of their number in hIAP activ, smallest number first.
molecule	hIAP activ
CNC(=S)NC1(C)CCS(=O)(=O)C1 (centres undefined)	0.78
CCOc1ccccc1C(=O)NC1CC2CCCC(C1)N2C1CC1 (centres undefined)	0.95
COc1ccc(CNC(=O)CC2C[C@H](C(=O)N(C(C)C)C(C)C)[C@@]3(C)c4[nH]c5ccccc5c4CCN3C2=O)cc1OC (some centres undefined)	1.2

(next part)
SMILES	mIAP activ	tim10-1 inh	hIAP activ	mIAP block	hIAP inh	ATG4B inh	Apaf1 inhib	TIM10 inh	NALP3 yeast inh
COc1ccccc1C(=O)NCCNc1ccc([N+](=O)[O-])cc1Cl	0.98	-9	1	2	-4	-2	10	-13	38
CN(c1ccccc1C(=O)N1CCN(Cc2ccc3c(c2)OCO3)CC1)S(C)(=O)=O	0.95	-1	1.2	5	-19	0	-6	6	23
CCCOC1CCCN(Cc2cn(C)nc2-c2ccccc2F)C1 (centres undefined)	0.94	5	0.92	6	8	-5	-2	-10	3
CCOC(=O)c1cc(NC(=O)c2ccc(OC)cc2)c(=O)oc1-c1ccccc1	1	1	1	-2	-4	-2	7	-43	2
O=C(c1cccs1)N1CCC2(O)CCCCC2C1c1ccc(F)cc1 (centres undefined)	0.99	24	1.1	1	-15	-6	12	6	7
O=C(CCc1ccccc1)NNC(=O)COc1ccccc1	0.95	-8	0.91	5	9	-8	4	-11	1
Cc1ccccc1Nc1cc(C)c2c(O)cccc2n1	0.98	12	1.2	2	-22	-7	24	16	30
CC(C)OCC1CO1 (centres undefined)	1.1	-6	0.93	-7	7	11	0	4	-7
COc1ccccc1/C=C/C(=O)c1ccc(NC(C)=O)cc1	0.99	43*	0.93	0	7	0	-4	44*	2
Cc1ccc(S(=O)(=O)NCc2ccc(C(=O)N3CCN(Cc4ccccc4)CC3)cc2)cc1	1	29	0.88	-2	12	-27	-4	18	3
COc1ccc(NS(=O)(=O)c2ccc3c(c2)NC(=O)CO3)cc1	0.97	2	0.93	3	7	-4	-4	9	14
CCc1ccc(C(C)NC(=O)c2ccc(F)cc2)cc1 (centres undefined)	0.94	14	1	6	-4	12	-1	4	23
CC1C(=O)N2CCCc3cc(S(=O)(=O)NCCc4ccccc4)cc1c32 (centres undefined)	0.98	1	0.97	2	3	4	6	10	2
Cc1ccc(NC(=O)c2ccc3c(c2)OCO3)cc1Cl	0.92	-27	1.1	8	-6	9	-8	42*	39
CCN1CC2=C(OC(N)=C(C#N)C2c2cccs2)/C(=C\c2cccs2)C1 (centres undefined)	0.96	2	1.2	4	-15	-5	10	0	13
CCNC(=O)NC(=O)COC(=O)CCCSc1nc2ccccc2s1	0.99	24	1	0	-2	37	-4	18	14
c1ccc(C2[C@H]3CN(Cc4cccnc4)[C@H](c4ccccc4)C34CC2(c2ccccc2)C4)cc1 (some centres undefined)	0.97	23	0.72	3	28	-13	17	17	3
CN(C)c1ccc(/C=C(/C#N)C(=O)NCc2ccccc2)o1	0.86	9	1.1	14	-10	-7	10	15	20
CCC(CO)Oc1cc(NC(=O)Cc2ccccc2)c2ncn(C(C)C)c2c1 (centres undefined)	0.91	-9	0.87	9	13	-10	4	-6	14
N#Cc1ccc(S(=O)(=O)N2CCC(C(=O)Nc3cccc(C(=O)NC4CC4)c3)CC2)cc1	0.97	-16	1.1	3	-7	5	6	2	9
COc1ccc(-c2cc(-c3ccccc3)no2)cc1	1	12	1	-3	0	-3	2	18	40

Profiles, quoted from the list:
Entry for CCN1CC2=C(OC(N)=C(C#N)C2c2cccs2)/C(=C\c2cccs2)C1 (centres undefined) : mIAP activ: 0.96; tim10-1 inh: 2; hIAP activ: 1.2; mIAP block: 4; hIAP inh: -15; ATG4B inh: -5; Apaf1 inhib: 10; TIM10 inh: 0; NALP3 yeast inh: 13
Entry for CCc1ccc(C(C)NC(=O)c2ccc(F)cc2)cc1 (centres undefined) : mIAP activ: 0.94; tim10-1 inh: 14; hIAP activ: 1; mIAP block: 6; hIAP inh: -4; ATG4B inh: 12; Apaf1 inhib: -1; TIM10 inh: 4; NALP3 yeast inh: 23
